From PubChem BioAssay
HP1b binding inh: HTS for Inhibitors of HP1-beta Chromodomain Interactions with Methylated Histone Tails; Chromobox protein homolog 1 (Homo sapiens), P83916; AlphaScreen HP1-beta / biotin-H3K9me3 peptide binding; Potency, µM (series often up to 114 µM), inactives show top-dose activity change, negative = inhibition, most hits filed as inhibitors; 390,000 compounds, 0.56% hits; AID 540317, 2011; further: nearly all actives have a fitted effect of over 70% in size; inactives centre near 23
Target sequence (P83916 whole entry, looked up): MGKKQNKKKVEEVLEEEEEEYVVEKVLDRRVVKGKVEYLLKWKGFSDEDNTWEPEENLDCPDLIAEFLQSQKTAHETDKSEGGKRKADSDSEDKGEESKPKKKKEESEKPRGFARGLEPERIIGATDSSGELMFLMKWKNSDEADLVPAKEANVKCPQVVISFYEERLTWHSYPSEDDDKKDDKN
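HP1-beta protein (50 nM final) preincubated 30 min at room temperature with biotinylated H3(1-18)K9me3 peptide (50 nM) in PBS pH 7.4, 0.01% Tween-20, then compound added for 30 min. AlphaScreen streptavidin donor/nickel chelate acceptor beads (10 ug/mL final), 30 min dark, luminescence read.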
JMJD2A Tudor: qHTS Assay for Inhibitors of JMJD2A-Tudor Domain | AlphaScreen JMJD2A-Tudor / H3K4me3 peptide binding | Lysine-specific demethylase 4A (Homo sapiens), O75164 | Potency, µM (doses to about 114 µM), for the others: at the highest dose activity change, negative = inhibition, usual class: inhibitors | AID 504339, 2011 | 390,000 compounds, 4.4% hits; further: on the % scale 0 is the no-effect control and ±100 the full control effect; nearly all actives have a fitted effect of over 50% in size
POLI inh: qHTS for Inhibitors of Polymerase Iota; DNA polymerase iota (Homo sapiens), Q9UNA4; Pol iota fluorescent replication assay, 10 min; Potency, µM (titrated, usually from 115 µM), without a hit: top-dose activity, negative = inhibition, actives largely listed as inhibitors; 390,000 compounds, 1% hits; AID 588590, 2011
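Fluorescent replication assay read twice, at 0 min and 10 min after adding 50 nM (final) substrate. Enzyme (10 nM) and compounds were first incubated 15 min at room temperature; enzyme-free buffer wells were negative controls.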
G9a block: qHTS Assay for Inhibitors of Histone Lysine Methyltransferase G9a | AID 504332, 2011 | 350,000 compounds, 8.8% hits | Potency, µM (series often up to 102 µM), for the others: at the highest dose activity, negative = inhibition, usual class: inhibitors | G9a H3K9 monomethylation, AlphaScreen, 2 h; further: on the % scale 0 is the no-effect control and ±100 the full control effect; nearly all actives have a fitted effect of over 75% in size
Target sequence (Q96KQ7 913-1193 limits assumed): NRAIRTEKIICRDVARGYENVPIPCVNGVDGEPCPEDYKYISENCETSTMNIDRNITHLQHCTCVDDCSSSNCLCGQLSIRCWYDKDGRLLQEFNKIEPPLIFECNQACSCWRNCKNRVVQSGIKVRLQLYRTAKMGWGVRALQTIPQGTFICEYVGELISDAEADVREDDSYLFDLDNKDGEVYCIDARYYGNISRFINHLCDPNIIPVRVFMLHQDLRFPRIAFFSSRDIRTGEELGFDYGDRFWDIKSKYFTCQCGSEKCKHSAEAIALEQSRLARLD
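Compounds were preincubated with 20 nM G9a for 15 min, after which biotinylated H3K9 peptide (500 nM) and SAM (20 uM) started a 2 h room-temperature reaction. Monomethylated product was quantified by antibody-based AlphaScreen chemiluminescence.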
GLS inh: qHTS for Inhibitors of Glutaminase (GLS); Glutaminase kidney isoform, mitochondrial (Homo sapiens), O94925; GLS enzymatic activity, qHTS titration; Potency, µM (series often up to 45.5 µM), for inactives: at the top dose activity change, negative = inhibition, actives largely listed as inhibitors; 410,000 compounds, 0.21% hits; AID 624170, 2012; further: on the % scale 0 is the no-effect control and ±100 the full control effect
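Coupled fluorescence readout: glutamate oxidase/HRP/Amplex Red detect glutamate formed by hKGA from L-glutamine (1 mM solution added). Buffer 45 mM KH2PO4 pH 8.2, 0.02% Tween-20; reads at t0 and 30 min RT.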
Pin1 inh: qHTS Assay to Find Inhibitors of Pin1 | Peptidyl-prolyl cis-trans isomerase NIMA-interacting 1 (Homo sapiens), Q13526 | Pin1 FP peptide displacement, HiFluor488, 10 min | Potency, µM (top dose mostly 115 µM), inactives show at the top dose activity, negative = inhibition, most hits filed as inhibitors | 390,000 compounds, 0.009% hits; active means well fitted inhibition curve with a large enough effect in the polarisation, with a control signal flat, not every such curve was filed as active; inconclusive means small, poorly fitted or top-dose-only effect, or effect the other way, or a change in a side signal; inactive means no such curve, though single readings can be large or run the other way; the % refers to the polarisation; further: on the % scale 0 is the no-effect control and ±100 the full control effect
Target sequence (Q13526 whole entry, looked up): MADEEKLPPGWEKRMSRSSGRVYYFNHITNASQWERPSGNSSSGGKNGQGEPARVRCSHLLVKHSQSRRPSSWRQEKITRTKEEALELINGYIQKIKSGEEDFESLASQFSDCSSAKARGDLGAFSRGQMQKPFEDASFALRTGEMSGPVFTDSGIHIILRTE
BAZ2B inh: qHTS Assay for Inhibitors of BAZ2B; AlphaScreen BAZ2B-H3K14Ac peptide displacement; 360,000 compounds, 4.4% hits; Potency, µM (highest dose often 114 µM), for the others: at the highest dose activity change, negative = inhibition, usual class: inhibitors; further: on the % scale 0 is the no-effect control and ±100 the full control effect; nearly all actives have a fitted effect of over 60% in size
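AlphaScreen displacement: compounds (up to 110uM) incubated 30 min at room temperature with a preformed 50 nM BAZ2B/50 nM biotinylated H3K14Ac peptide complex in PBS pH 7.4 with Tween-20. Donor and acceptor beads at 10 ug/mL final added, 20 min light-protected before reading.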
BLM inh: qHTS Assay for Inhibitors of Bloom's syndrome helicase (BLM); recombinant BLM DNA unwinding, fluorescence dequenching; Potency, µM (series often up to 56.1 µM), for the others: top-dose activity change, negative = inhibition, actives largely listed as inhibitors; RecQ-like DNA helicase BLM (Homo sapiens), P54132; 350,000 compounds, 0.2% hits;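 further: plate controls were vehicle for no effect and no enzyme for full effect; nearly all actives have a fitted effect of over 35% in size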
Tb PGK inh: qHTS Assay to Find Inhibitors of Phosphoglycerate Kinase | 380,000 compounds, 0.043% hits | Potency, µM (doses to about 57.5 µM), inactives show at the top dose activity change, negative = inhibition, hits mostly inhibitors | Phosphoglycerate kinase, glycosomal (Trypanosoma brucei brucei), P07378 | PGK/GAPDH coupled, Kinase-Glo luminescence, 60 min; further: on the % scale 0 is the no-effect control and ±100 the full control effect; nearly all actives have a fitted effect of over 60% in size
Target sequence (P07378 whole entry, looked up): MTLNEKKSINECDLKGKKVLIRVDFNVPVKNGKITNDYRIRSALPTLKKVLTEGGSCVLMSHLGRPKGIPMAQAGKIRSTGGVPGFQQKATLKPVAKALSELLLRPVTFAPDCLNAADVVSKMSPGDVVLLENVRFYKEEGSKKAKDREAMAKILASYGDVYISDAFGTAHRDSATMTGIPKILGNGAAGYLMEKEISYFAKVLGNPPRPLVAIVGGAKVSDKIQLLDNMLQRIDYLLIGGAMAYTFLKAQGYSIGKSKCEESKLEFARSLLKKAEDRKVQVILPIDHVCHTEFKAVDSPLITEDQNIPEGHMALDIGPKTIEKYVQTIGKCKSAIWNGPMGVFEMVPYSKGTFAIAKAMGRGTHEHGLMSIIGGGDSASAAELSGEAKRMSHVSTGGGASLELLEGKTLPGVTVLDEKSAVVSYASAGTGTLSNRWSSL
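Recombinant glycosomal PGK reaction used 1,3-bisphosphoglycerate generated in-well by GAPDH (100nM final) in 100mM TEA pH 7.6, 5mM MgCl2, 0.01% Tween-20. After 60 minutes at room temperature, ATP was read by Kinase-Glo Plus luminescence end-point.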
* hit, by the source's call; i = inactive; ? = inconclusive; . = not tested or not shown; & = joins results of further samples; [ ] = another dose, or the depositor's remark. Unless noted, the call rests on the fitted dose curve; in most records, active means well fitted curve in the direction sought with a large enough effect; inconclusive means small, poorly fitted or top-dose-only effect, or another doubt; inactive means no such curve, though single readings can be large; an effect the other way counts as inactive or inconclusive. Potency means the concentration at half of the fitted maximal effect. Only part of the results is shown; count on the stated rates, not on these rows.

SMILES	HP1b binding inh	JMJD2A Tudor	POLI inh	G9a block	GLS inh	Pin1 inh	BAZ2B inh	BLM inh	Tb PGK inh
Cn1cc(S(=O)(=O)N2CCCCC2)cc1C(=O)N1CCN(c2ccccc2F)CC1	17.0%[57 µM]	-22.7%	14.6%	6.7%[59 µM]	4.2%	-0.1%	-14.0%	-0.4%	-2.0%
c1ccc(CN2CCOCC2)nc1	9.9%	11.2µM*	1.1%	.	1.5%	-18.3%	.	.	-9.5%
CN1CCN(S(=O)(=O)c2ccc3[nH]c(=O)oc3c2)CC1	24.1%	-9.0%	-14.1%	-44.0%	12.2%	3.6%	-3.3%	-2.7%	9.9%
CCC(C)NC(=O)CCS(=O)(=O)c1ccc2c(c1)n(C)c(=O)c(=O)n2C (centres undefined)	56.7%[activator]	-6.2%	11.1%	?	-3.5%	-2.6%	6.2%	-1.2%	0.9%
COc1ccccc1C(=O)NCCC(=O)NCCc1ccccc1	47.1%[activator]	-2.9%	13.3%	20.7%	1.5%	-2.3%	-18.3%	-0.7%	3.2%
COC(=O)c1ccccc1NS(=O)(=O)c1cc2c3c(c1)CC(=O)N3CCC2	25.1%	-11.0%	8.0%	-3.1%[59 µM]	-9.8%	-5.1%	-13.7%	2.7%	-1.0%
Cc1ccc(Nc2nnc(SCC(=O)c3c(N)n(C4CC4)c(=O)[nH]c3=O)s2)cc1C	38.4%	-5.4%	4.2%	9.4%[12.7 µM]	1.3%	10.2%	6.0%	.	-10.9%
Cc1cccc(N2C(=O)CS/C2=N\NC(=O)c2cccnc2)c1C	21.1%	-15.8%[11.4 µM]	30.7%[activator]	17.3%[12.7 µM]	8.7%	-9.6%	-19.9%	-2.0%	i
COCCNC(=O)C(OC(=O)c1cc2oc(C)cc2n1C)C(C)C (centres undefined)	24.0%	-15.0%	-4.3%	?	-11.7%	-2.0%	79.4µM*	-0.6%	i
CC12CCC(C(=O)N3CCCc4ccccc43)(OC1=O)C2(C)C (centres undefined)	22.7%	-5.6%	6.8%	-11.6%[59 µM]	-8.4%	-4.0%	12.9%	-2.0%	-0.7%
COC(=O)c1c(C)oc(C)c1S(=O)(=O)NCc1ccc(Cl)cc1	35.3%[activator]	?	-17.7%	.	0.4%	0.9%	-0.4%	1.3%	-0.1%
N#Cc1ccccc1S(=O)(=O)N1CCN(CC(=O)Nc2ccnn2C2CCCC2)CC1	35.4%	-13.8%	31.2%[activator]	9.0%	3.3%	0.6%	-2.7%	.	-11.2%
Cn1c(=O)c2c(nc(NCc3ccc4c(c3)OCO4)n2Cc2ccccc2F)n(C)c1=O	2.3%	-16.8%	-14.7%	-39.7%[59 µM]	-4.0%	14.5%	-9.5%	1.1%	-7.7%
CCn1ccnc1CN(C)Cc1cn(-c2ccccc2)nc1-c1ccc(OC)cc1F	-9.1%	39.8µM*	-10.2%	?	3.4%	2.8%	-31.3%	-3.5%	-2.0%
CS(=O)(=O)c1ncc(N(Cc2ccccc2)Cc2ccco2)c(C(=O)Nc2cccc(C(F)(F)F)c2)n1	32.3%	-23.2%	15.5%	-12.7%[59 µM]	0.2%	17.4%	-24.6%	-10.3%	-4.2%
CN(Cc1ccccc1)C(=O)c1ccc(NC(=O)Cc2ccc(NC(=O)C3CCN(S(=O)(=O)c4cccc([N+](=O)[O-])c4)CC3)cc2)cc1	20.5%	-16.5%	9.6%	.	1.5%	5.8%	.	.	-8.3%
Cc1cc(C)c(Cn2cnc3nc4c(cc3c2=O)CCCC4)c(C)c1	10.6%[57 µM]	-20.8%	25.2%	0.1%[59 µM]	0.5%	-0.7%	-15.0%	3.2%	9.5%
C/C=C/C=C/C(=O)O	56.3%[activator]	-11.7%	16.2%	6.9%[0.501 µM]	-8.1%&-20.9%	-3.1%	10.5%	0.7%	-5.4%
Cc1nc(SCC(=O)Nn2c(-c3ccccc3)nc3ccccc3c2=O)n[nH]1	21.8%	-27.5%	13.9%	?	-5.2%	0.3%	-6.3%	-0.2%	-5.7%
CC(=O)Nc1ccc(S(=O)(=O)Oc2cccc(/C=C3\SC(N)=NC3=O)c2)cc1	-0.8%	25.1µM*	62.2%[activator]	-1.2%[59 µM]	17.8µM*	15.0%	-31.1%	-13.4%	6.3%
CC(C)c1ccc2nc(N)sc2c1	28.3%	8.6%	55.2%[activator]	?	-12.2%	-0.9%	?	-2.4%	0.2%
O=C1NN(c2ccccc2)C(=O)/C1=C\c1coc2ccc(O)cc2c1=O	-9.0%	-27.4%	?	14.1%[12.7 µM]	-26.1%	?	-37.0%	-8.0%	-13.6%
CSc1cccc(N2CC(C(=O)Nc3cccc(S(=O)(=O)N4CCCC4)c3)CC2=O)c1 (centres undefined)	-10.5%	?	-9.1%	11.2µM*	1.0%	16.5%	?	.	-3.4%
COc1cc(/C=C/C(=O)OCC(=O)NC(=O)NC(C)C)cc(OC)c1OC	18.7%	-5.6%	15.3%	-13.6%	2.4%	-3.9%	-37.6%	-3.0%	-5.6%
Cc1[nH]n(-c2ccccc2)c(=O)c1/C=N/N(C)c1ccccc1	-16.8%	?	?	12.6µM*	1.8%	-4.6%	?	-4.0%	-6.6%
Cc1cc(C)c2c(N)c(S(=O)c3ccc(C(C)(C)C)cc3)sc2n1 (centres undefined)	7.5%	?	10.2%	?	9.2%	-4.3%	?	-2.4%	-4.3%[11.5 µM]
O=C(Nc1cc(Cl)ccc1Cl)C1CC(=O)N(c2ccccc2)C1 (centres undefined)	34.7%	-2.1%	149.4%[activator]	-37.4%	-4.7%	10.8%	-24.4%	-7.1%	-2.0%
O=C(CCn1cccc1)Nc1nccs1	5.2%	-24.5%	5.5%	-10.2%[59 µM]	-6.6%	-6.8%	-32.9%	0.1%	-3.3%
COC(=O)CSc1nnc(-c2ccc3c(c2)OCO3)n1C	9.2%	-10.7%	3.5%	12.2%	2.2%	1.4%	5.0%[57.1 µM]	-5.7%	-7.9%
O=C(C[C@H]1C/C=C\C[C@H](NC(=O)OCC2c3ccccc3-c3ccccc32)C(=O)OC[C@H]2CCCN2C1=O)NCCO	44.1%[activator]	11.4%	0.8%	.	18.0%	-11.8%	.	.	1.6%
CC1(C)CCC(=O)N2CC[C@H]3C[C@H](OC(=O)Nc4ccc5c(c4)OCO5)C[C@@H]1[C@H]32	17.9%	-20.0%	-0.5%	?	9.0%	-7.7%	-24.2%	-0.9%	i
O=C(NCc1ccccc1)C12CN(Cc3ccccc3)CC1C(c1ccc([N+](=O)[O-])cc1)=NO2 (centres undefined)	-5.7%	?	-14.8%	?	0.7%	-2.2%	?	-7.4%	1.0%
C[C@]12CC[C@H](O)CC1=CCC1C2CC[C@@]2(C)C1CCC21OCCO1 (some centres undefined)	26.6%	-11.7%	-11.7%	.	-7.4%	?	.	.	13.9%
Cc1ccc(N2CC(C(=O)OCc3ccccc3)CC2=O)cc1 (centres undefined)	12.9%	10.3%	3.5%	-3.9%[59 µM]	3.6%	6.2%	-0.2%	-3.4%	-0.9%
COC(=O)C(C)Sc1ncnc2c1c(-c1ccccc1)cn2-c1ccc(F)cc1 (centres undefined)	69.8%[activator]	-7.2%	6.2%	69.5%[activator][59 µM]	14.5%	13.0%	0.6%	-5.7%	i
CC(C)Cc1nc(SCC(=O)NCC2CCCO2)c2c(=O)n(C)c(=O)n(C)c2n1 (centres undefined)	28.0%	-16.7%	33.6%	59.4%[activator]	11.3%	-0.8%	2.9%	0.8%	-8.3%
Cc1nc(-c2ccccc2)sc1C(N)=O	22.7%	12.6%	3.0%	-2.6%[12.7 µM]	-6.0%	5.9%	5.1%	-0.5%	-6.6%
CC(C)C[C@@H](C(=O)NCc1ccco1)N1C(=O)N2CCc3c([nH]c4ccccc34)[C@@]2(C)C1=O	-1.1%	?	-10.5%	?	1.1%	2.3%	?	-6.5%	-9.0%
Cc1ccc(NC(=S)c2nc3ccccc3[nH]2)cc1	?	?	12.7%	54.2%[activator][0.501 µM]	-5.0%	-3.5%	10µM*	-4.2%	-1.0%
CC1CCc2cc(F)cc3c(O)c(C(=O)NCC4CCCO4)c(=O)n1c23 (centres undefined)	181.6%[activator]	20.6%	?	2.4%[59 µM]	1.5%	1.7%	9.7%	-3.8%	-3.8%
C=CCCC(=O)N1CCC(Oc2cccc(C(=O)NCc3ccccn3)c2)CC1	32.7%	-8.3%	21.2%	60.3%[activator]	17.7%	-11.1%	2.6%	-0.4%	7.1%
CCOc1ccc2nc(N3CCCC(C(=O)Nc4cc(Cl)c(OC)cc4OC)C3)sc2c1 (centres undefined)	22.4%	-10.2%	15.1%	-39.6%[59 µM]	-1.7%	3.0%	-3.0%	-9.0%	3.7%

Single records, as listed above. Values in the order: HP1b binding inh | JMJD2A Tudor | POLI inh | G9a block | GLS inh | Pin1 inh | BAZ2B inh | BLM inh | Tb PGK inh
Cc1cc(C)c(Cn2cnc3nc4c(cc3c2=O)CCCC4)c(C)c1 reads 10.6%[57 µM] | -20.8% | 25.2% | 0.1%[59 µM] | 0.5% | -0.7% | -15.0% | 3.2% | 9.5%
Cc1cccc(N2C(=O)CS/C2=N\NC(=O)c2cccnc2)c1C reads 21.1% | -15.8%[11.4 µM] | 30.7%[activator] | 17.3%[12.7 µM] | 8.7% | -9.6% | -19.9% | -2.0% | i
C=CCCC(=O)N1CCC(Oc2cccc(C(=O)NCc3ccccn3)c2)CC1 reads 32.7% | -8.3% | 21.2% | 60.3%[activator] | 17.7% | -11.1% | 2.6% | -0.4% | 7.1%
